# GPR35 arrestin U2OS: GPR35 antagonists blocking zaprinast-driven arrestin recruitment, primary screen, imaging, U2OS, beta-arrestin-GFP, zaprinast agonist (AID 2058). 290,000 compounds, 0.052% hits. G-protein coupled receptor 35 (Homo sapiens). U2OS GPR35 beta-arrestin-GFP translocation imaging, zaprinast antagonism; higher % means a stronger effect. one-dose inhibition, % at 10 µM; IC50 in µM for titrated hits;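 active means inhibition of at least 50% with at least 30 cells and total cytoplasm GFP at most 10,000,000; inconclusive means under 30 cells or total GFP of 10,000,000 plus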
# PhoP inhibition: inhibitors of PhoP regulon expression, primary screen, Salmonella Typhimurium, GFP reporter (AID 1863); S. Typhimurium PhoP-regulated promoter GFP reporter, 4 h; higher % means a stronger effect; inhibition, % at 50 µM; hits with a dose series show IC50 in µM; 300,000 compounds, 0.16% hits;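 active means inhibition over 29.93%, a cutoff 3 SD above the screen mean, later confirmed by dose response; inconclusive means inhibition over 29.93% but no dose response follow-up; inactive means inhibition at most 29.93% or unconfirmed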;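 further: 0% = low Mg2+ inducing control and 100% = high Mg2+ repressing control; strong numbers were not always called active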
# RSV CPE inhibition: RSV antiviral activity via CPE protection, HEp-2 cells, primary 10 µM value included (AID 2391); HEp-2 cells, RSV-induced CPE inhibition; higher % means a stronger effect; one-dose CPE inhibition, % at 10 µM; IC50 in µM for titrated hits; 310,000 compounds, 0.13% hits; in the data active means a potency from the dose series; inconclusive means CPE inhibition mostly from about 23% at the one dose, without a potency; inactive means the rest, 99 in 100 with CPE inhibition below about 21%; further: strong numbers were not always called active
# SV40 large T antigen: SV40 large T antigen inhibitors, biochemical (AID 1903) | SV40 large T antigen ATPase/helicase inhibition assay; higher % means a stronger effect | inhibition, % at 20 µM, or IC50 in µM where a hit was titrated | 310,000 compounds, 0.39% hits; in the data active means a potency from the dose series; inconclusive means inhibition mostly from about 32% at the one dose, without a potency; inactive means the rest, 99 in 100 with inhibition below about 32%; further: strong numbers were not always called active
# GPR55 antagonists: GPR55 antagonists blocking LPI-driven arrestin recruitment, primary screen, imaging, U2OS, beta-arrestin-GFP, LPI agonist (AID 2013) | U2OS GPR55 beta-arrestin-GFP translocation imaging, LPI antagonism; higher % means a stronger effect | inhibition, % at 10 µM, or IC50 in µM where a hit was titrated | 290,000 compounds, 0.13% hits;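 active means spots per cell inhibited over 60%, with over 100 cells counted and total cytoplasm intensity under 500,000; inconclusive means wells with under 100 cells, flagged as likely toxic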;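 further: U2OS cells stably carrying GPR55 and arrestin-GFP stimulated by 5 µM LPI near EC80; imaged beta-arrestin-GFP aggregate spots per cell after agonist stimulation; plate controls were LPI-stimulated DMSO wells for no effect and DMSO wells without LPI for full effect; some results filed as inactive read as strong as hits; confirmed hits need IC50 under 10 µM and bright autofluorescent wells are also inconclusive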
# MgcRacGAP inhibition: MgcRacGAP GTPase-activating activity inhibitors, confirmation, biochemical, ADP Hunter fluorescence | inhibition, % at 30 µM, or IC50 in µM where a hit was titrated | MgcRacGAP-stimulated Rac1 GTP hydrolysis, ADP Hunter fluorescence; higher % means a stronger effect; GST-tagged Rac1 F28L mutant substrate | AID 624330, 2012 | 340,000 compounds, 0.6% hits | Rac GTPase-activating protein 1 (Homo sapiens);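 active means first-screen hits whose inhibition reached a set limit at any dose in the follow-up dose series; inconclusive means inhibition above the set first-screen limit but never retested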;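 further: fluorescence reports GDP produced by GAP-driven GTP hydrolysis; strong numbers were not always called active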
# UTI89 phage lysis: inhibition of K1F phage lysis, E. coli UTI89, bacterial capsule biogenesis inhibitors, alamar blue (AID 488966); E. coli UTI89 K1F phage lysis, alamar blue, 2 h; higher % means a stronger effect; one-dose inhibition, % at 100 µM; IC50 in µM for titrated hits; 340,000 compounds, 0.02% hits;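 active means phage lysis inhibition, versus mean bacterial control, above a set limit; inconclusive means no clear call, values can overlap the other calls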;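 further: capsule biogenesis inhibitors block K1F phage lysis so surviving cells raise fluorescence; higher fluorescence means more inhibition of phage lysis; actives were called in the ten point dose series up to 300 µM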
# NS5 inhibitors: Dengue-2 NS5 methyltransferase inhibitors, primary screen, biochemical, confirmation dose response (AID 588689); 340,000 compounds, 0.3% hits; inhibition, % at 25 µM; hits with a dose series show IC50 in µM; Genome polyprotein (Dengue virus type 2 (strain 16681-PDK53)); Dengue-2 NS5 methyltransferase capping enzyme assay, biochemical; higher % means a stronger effect; in the data active means a potency from the dose series; inconclusive means inhibition above about 29% without an active follow-up result
# HIV fusion peptide: inhibitors of HIV fusion peptide binding, primary screen, biochemical, uHTS, fluorescence dequenching (AID 1986); 290,000 compounds, 0.3% hits; inhibition, % at 20 µM; hits with a dose series show IC50 in µM; cell-free peptide binding, fluorescence dequenching, 30 min; higher % means a stronger effect; in the data active means inhibition mostly above about 52%, no sharp cut-off; inactive means mostly below about 76%; further: some results filed as inactive read as strong as hits
# NS5 inhibitors pilot replicate: further read-out of NS5 inhibitors, marked with its call; inhibition, %; measured here: pilot screen replicate inhibition
# * hit, by the source's call; ? = inconclusive; nt = not tested or not shown; & = joins results of further samples; [ ] = remark or other dose. Hits appear at their usual frequency (roughly 1.5% active in at least one column).
# The opening 2 records as a preview:
SMILES,GPR35 arrestin U2OS,PhoP inhibition,RSV CPE inhibition,SV40 large T antigen,GPR55 antagonists,MgcRacGAP inhibition,UTI89 phage lysis,NS5 inhibitors,HIV fusion peptide,others
CCCCOC(=O)Nc1nnc(CCc2ccccc2)s1,1.6%,-1.5%,0.8%,3.5%,12.7%,5.9%,2.5%,-2.1%,-2.0%,
CCOC(=O)c1c(-c2ccc(F)cc2)csc1NC(=O)c1c(-c2ccccc2)noc1C,-0.1%,-9.0%,?,6.8%,17.7%,2.8%,1.0%[50 µM],-3.9%,21.4%,

# The listing (from the top)
SMILES,GPR35 arrestin U2OS,PhoP inhibition,RSV CPE inhibition,SV40 large T antigen,GPR55 antagonists,MgcRacGAP inhibition,UTI89 phage lysis,NS5 inhibitors,HIV fusion peptide,others
CCCCOC(=O)Nc1nnc(CCc2ccccc2)s1,1.6%,-1.5%,0.8%,3.5%,12.7%,5.9%,2.5%,-2.1%,-2.0%,
CCOC(=O)c1c(-c2ccc(F)cc2)csc1NC(=O)c1c(-c2ccccc2)noc1C,-0.1%,-9.0%,?,6.8%,17.7%,2.8%,1.0%[50 µM],-3.9%,21.4%,
COc1cccc(NS(=O)(=O)c2ccc(OC)c(OC)c2)c1,14.9%,-11.2%,2.1%,4.1%,-4.6%,8.2%,1.9%,-11.2%,2.5%,
COc1ccccc1-c1noc(CCC(=O)NC2CCCCC2)n1,-22.6%,-4.4%,1.7%,14.9%,5.4%,6.8%,2.9%[50 µM],-7.1%,-0.5%,
CC1(C)CC(=O)C(C(c2ccco2)C2C(=O)CC(C)(C)CC2=O)C(=O)C1,-14.3%,-3.9%,0.6%,12.4%,7.0%,-2.1%,-0.6%,37.4%,4.8%,NS5 inhibitors pilot replicate=17.1
Cc1nn2c(-n3ccnc3)c3c(nc2c1-c1ccccc1)CCC3,-18.0%,12.2%,3.4%,8.8%,-1.3%,12.3%,0.1%,0.8%,0.5%,
CC(=O)c1c(C)n(CC(=O)NCc2ccc3c(c2)OCO3)c2ccccc12,-0.2%,9.7%,-0.7%,4.7%,9.6%,-4.2%,0.2%,-6.2%,-0.8%,
O=S(=O)(Nc1ccc(Br)cc1)c1cccc(NC(=S)NCCN2CCOCC2)c1,7.5%,4.0%,?,6.9%,-11.5%,1.7%,-0.1%,-1.7%,-0.8%,
COc1ccc(N2CCN(CCCn3c(=S)[nH]c4ccccc4c3=O)CC2)cc1,-2.3%,-2.5%,?,7.3%,5.3%,1.1%,0.2%,-12.4%,0.8%,
Cc1ccc2c(c1)N(C(=O)CCC(=O)N1CCN(c3ccccn3)CC1)CCO2,-13.9%,nt,2.4%,13.9%,3.3%,9.2%,2.7%,-3.4%,-0.6%,
COc1cc2nc(N3CCN(c4cc(C)ccc4C)CC3)nc(N)c2cc1OC,10.9%,10.9%,-2.5%,3.0%,8.8%,4.8%,0.2%,-1.9%,-0.7%,
C=CCN1C(=O)/C(=C/c2cccs2)S/C1=N\S(=O)(=O)c1ccc(F)cc1,-15.2%,-7.5%,1.4%,8.5%,11.7%,6.2%,0.1%,0.0%,3.7%,
CCCSc1n[nH]c(NC(C)=O)n1,-2.5%,5.3%,2.6%,-3.1%,-10.8%,5.7%,0.1%,-9.0%,5.4%,
Cc1nnc(NC(=O)c2cc(S(=O)(=O)N(C)C)ccc2N2CCCC2)s1,nt,nt,0.5%,nt,nt,4.8%,0.5%[50 µM],7.0%,nt,
CCOc1ccc(NC(=O)N2CCC(c3nc4ccccc4o3)CC2)cc1,-0.1%,-1.7%,3.6%,13.5%,-10.9%,-18.5%,-0.3%,-11.7%,4.3%,
Cc1nn(-c2ccccc2)c2nc(-c3ccccc3)cc(C(=O)N3CCOCC3)c12,-5.9%,0.3%,3.8%,3.8%,9.1%,4.5%,0.2%,-2.9%,3.0%,
Cc1ccccc1NC(=O)c1cc2ccccn2n1,15.2%,-3.8%,1.0%,13.1%,14.4%,-3.1%,0.2%,-3.9%,1.4%,
COc1ccc(C(=S)N2CCOCC2)cc1OC(=O)c1ccc([N+](=O)[O-])cc1[N+](=O)[O-],11.2%,-3.6%,1.2%,12.6%,6.8%,1.8%,-0.5%,-1.7%,0.1%,
Cc1ccc(-c2cn3nc(-c4ccccc4)c(-c4ccccc4)nc3n2)cc1,6.2%,-6.2%,nt,7.9%,8.4%,nt,nt,nt,-0.6%,
CCCC(=O)Nc1nn(C)c2nc3cc(C)ccc3cc12,8.6%,nt,1.1%,nt,3.6%,nt,1.1%[50 µM],nt,-0.5%,
O=C(OCc1cccc(C(F)(F)F)c1)c1cc([N+](=O)[O-])ccc1N1CCOCC1,nt,1.8%,7.4%,10.7%,nt,4.8%,0.4%[50 µM],3.6%,nt,
O=c1[nH][nH]c(=O)n1-c1ccccc1,1.2%,-11.4%,-0.9%,7.8%,3.0%,2.7%,0.6%,-8.3%,-0.6%,
CCN(CC)C(=O)CSc1ccccc1N,-2.4%,9.4%,0.2%,-0.1%,11.0%,10.7%,-0.7%,12.9%,0.3%,
C/C(=N\N=C\c1ccccc1)c1nnn(-c2nonc2N)c1C,-2.2%,21.8%,0.0%,4.0%,9.6%,1.0%,0.1%,-3.9%,-1.5%,
CC(=C/c1ccco1)/C=N/NC(=O)CSc1nnc(SCc2ccc(C)cc2)s1,0.9%,-2.5%,1.8%,9.2%,8.8%,5.3%,1.1%,-4.4%,13.4%,
COc1cc(C(=S)N2CCOCC2)cc(Br)c1OS(=O)(=O)c1ccccc1,4.6%,9.2%,4.6%,-2.4%,2.3%,8.8%,0.5%,11.5%,-1.2%,
O=C(N1CCOCC1)n1nnc2ccccc21,23.4%,-0.8%,-1.4%,7.8%,6.6%,5.6%,0.7%,-3.4%,-3.3%,
CC(=O)c1cccc(NC(=O)N2CCCC2C(=O)NCCc2ccccc2)c1 (centres undefined),-2.7%,-10.9%,1.3%,5.5%,-12.3%,4.4%,5.3%,-4.0%,4.2%,
CCn1c2ccccc2c2cc(NC(=O)CSc3nnc(-c4ccccc4)o3)ccc21,-0.1%,-0.1%,3.8%,-0.9%,1.1%,15.3%,1.1%,-3.9%,-0.8%,
COc1ccc(CCNC(=O)CSc2ncnc3c2oc2ccccc23)cc1OC,19.2%,4.9%,1.1%,19.5%,4.7%,2.4%,0.2%,nt,-0.8%,
CN(Cc1cnc2nc(N)nc(N)c2n1)c1ccc(C(=O)N[C@@H](CCC(=O)O)C(=O)O)cc1,nt,-12.1%&-3.7%,-1.9%&1.1%,22.9%&31.5%,nt,6.7%&3.8%,5.8%&0.1%,0.7%&-0.8%,nt,
O=C(CCS(=O)(=O)c1ccc(Cl)cc1)Nc1nnc(-c2cccs2)o1,nt,-3.1%,-0.1%,7.1%,nt,7.2%,1.6%[50 µM],-7.2%,nt,
Cc1ccc(-n2cc3c(=O)n(C)c(=O)n(C)c3c2)cc1C,1.3%,13.9%,2.3%,8.1%,0.9%,8.9%,0.1%,-2.8%,1.4%,
O=C(CSc1nnc(-c2ccc(S(=O)(=O)N3CCCC3)cc2)o1)NCc1ccco1,26.2%,7.2%,-0.3%,11.4%,0.4%,-6.4%,0.6%,-3.4%,6.7%,
Cc1cc(NC(=O)COc2ccccc2C)no1,-12.4%,-6.5%,0.4%,23.0%,9.7%,-3.0%,0.1%,-9.1%,1.3%,
CCC(C)NCCOCCSc1ccc(Cl)cc1 (centres undefined),4.5%,10.4%,-1.6%,-0.4%,13.7%,27.1%,-0.2%,-5.0%,1.1%,NS5 inhibitors pilot replicate=-5.8
COc1ccc(C(=O)N(c2ccc(C)cc2)C2C=CS(=O)(=O)C2)cc1OC (centres undefined),-7.1%,6.8%,2.8%,4.5%,9.4%,1.6%,0.6%,1.5%,-0.8%,
C#CCOCCOCCOCCNc1nc(N2CCN(C(=O)CCCCCCCCCCNC(=O)[C@H](CCCCN)n3cc(CCO)nn3)CC2)nc(N2CCN(C(=O)CCCCCCCCCCNC(=O)[C@@H]([C@H](C)O)n3cc(C)nn3)CC2)n1,nt,-11.5%,4.1%,34.9%,nt,?,-1.4%,-10.4%,nt,
Cc1ccc(NC(=O)COC(=O)C2CCN(c3ccc(C(F)(F)F)cn3)CC2)cc1,nt,nt,0.4%,nt,nt,-0.8%,-0.3%[50 µM],3.0%,nt,
CCOC(=O)C1CCCN(C(=O)c2ccc(CNS(=O)(=O)c3ccc(C)cc3)cc2)C1 (centres undefined),-3.2%,1.8%,1.0%,6.8%,-3.2%,7.9%,-0.1%,-4.7%,-0.1%,
Cc1ccc(C)c(NS(=O)(=O)c2cc3c4c(c2)CC(=O)N4CCC3)c1,1.1%,-6.0%,2.4%,8.8%,13.8%,12.2%,0.5%,-3.5%,-1.0%,
O=C(NCCCN1CCCC1=O)c1ccccc1NS(=O)(=O)c1ccc(F)cc1,-12.1%,-12.7%,-0.4%,5.5%,-6.0%,0.8%,0.1%,-4.2%,-2.5%,
O=C(NNC(=O)c1c(F)cccc1F)c1ccccc1-n1cccc1,22.0%,0.6%,2.9%,9.9%,2.8%,9.7%,-0.1%,-3.1%,-0.3%,
Cc1cc(C(=O)CN2C(=O)C(=O)N(CC(C)C)C2=O)c(C)n1-c1ccccc1F,1.6%,-5.6%,1.2%,10.7%,4.2%,3.2%,1.2%,3.1%,-0.4%,
Cc1ccc(NC(=O)C2C3CCCC2C3c2ccccc2)c(C)c1 (centres undefined),-10.5%,8.6%,0.6%,9.9%,-7.9%,6.7%,3.7%,0.0%,0.0%,
COc1ccccc1N1CCN(C(=O)CN(c2ccccc2OC)S(=O)(=O)c2ccccc2)CC1,4.4%,-4.6%,2.1%,7.2%,1.3%,6.5%,0.0%,-2.5%,1.1%,
COc1ccc(OC)c(NC(=S)N(CCc2c(C)[nH]c3ccc(C)cc23)Cc2cccs2)c1,-14.8%,1.0%,10.4%,6.5%,1.1%,4.3%,0.5%,-7.7%,7.5%,

# Compound activity: PubChem, several laboratories
